# Assay outcomes deposited in PubChem by several laboratories.
# SSB-PriA inh – inhibitors of Klebsiella pneumoniae PriA binding to SSB C-terminal tail; 0.6% of 430,000 active; AID 1272365; AlphaScreen SSBct-PriA binding, biotinylated peptide; inhibition, % at 33 µM; in the data active = inhibition mostly above about 37%, no sharp cut-off; inactive = mostly below about 20%;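 also: plate controls were negative control peptide for no effect and reference peptide for full effect; strong numbers were not always called active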
# Yp Topo-I inh – Y. pestis Topo-I inhibition via cleavage products; 0.064% of 360,000 active; activity, % at 10 µM; Y. pestis Topo-I cleavage product accumulation, plate reader; in the data active = activity above about 50%, passing the limit was not always enough; also: inactives centre near 2
# DUSP3 inh – DUSP3 (human) phosphatase inhibition; P51452; recombinant VHR phosphatase, pNPP absorbance; inhibition, % at 13.3 µM; 0.52% of 290,000 active; in the data active = inhibition above about 50%; also: some compounds called inactive have numbers as strong as hits
# Target sequence (P51452 whole entry, looked up): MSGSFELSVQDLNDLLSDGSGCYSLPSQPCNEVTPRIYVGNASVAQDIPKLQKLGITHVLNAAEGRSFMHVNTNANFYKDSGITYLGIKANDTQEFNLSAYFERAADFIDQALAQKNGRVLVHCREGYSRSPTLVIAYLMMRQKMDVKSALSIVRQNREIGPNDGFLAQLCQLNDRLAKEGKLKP
# Vc quorum ag – inducers of Vibrio cholerae quorum light production without autoinducers; V. cholerae BH1578 lux reporter, luminescence, 6 h; activation, % at 18.7 µM; 0.16% of 350,000 active; AID 588436; in the data active = activation mostly above about 9.7%, no sharp cut-off; also: not every result past the cut was called active; inactives centre near 0; reference of the scale not given here
# PrPC TRFRET – inhibitors of human cell surface prion protein PrPC; 0.43% of 370,000 active; TR-FRET read-out; inhibition, % at 13.8 µM; in the data active = inhibition above about 24%; also: 0% = median of the test wells and 100% = reference compound wells
# CCHFV vOTU inh – CCHFV vOTU protease inhibition; inhibition, % at 11.5 µM; 0.55% of 370,000 active; Pep-AMC fluorescence; AID 651958; in the data active = inhibition above about 30%; also: 0% = vehicle wells with enzyme and 100% = no enzyme wells
# TcdB inh – TcdB glycohydrolase inhibition | TcdB glycohydrolase enzymatic assay, plate reader | inhibition, % at 9.99 µM | 0.24% of 350,000 active | AID 652162; in the data active = inhibition above about 10%
# MazEF act – activators of E. coli MazEF toxin-antitoxin RNase; activation, % at 20 µM; 0.32% of 350,000 active; FAM/BHQ RNA-DNA oligo cleavage fluorescence, 5 h; P0AE70; in the data active = activation above about 50%
# Target sequence (P0AE70 whole entry, looked up): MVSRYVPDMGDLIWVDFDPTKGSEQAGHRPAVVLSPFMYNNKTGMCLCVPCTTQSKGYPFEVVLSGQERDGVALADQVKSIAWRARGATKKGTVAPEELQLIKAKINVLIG
# Rv3671c inh – inhibitors of M. tuberculosis serine protease Rv3671c | P9WHR9 | inhibition, % at 5.96 µM | 0.048% of 320,000 active; in the data active = inhibition above about 38%;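 also: extracellular domain of Rv3671c used as enzyme; 0% = enzyme with DMSO and 100% = no enzyme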
# Target sequence (P9WHR9 whole entry, looked up, the tested form may be a part): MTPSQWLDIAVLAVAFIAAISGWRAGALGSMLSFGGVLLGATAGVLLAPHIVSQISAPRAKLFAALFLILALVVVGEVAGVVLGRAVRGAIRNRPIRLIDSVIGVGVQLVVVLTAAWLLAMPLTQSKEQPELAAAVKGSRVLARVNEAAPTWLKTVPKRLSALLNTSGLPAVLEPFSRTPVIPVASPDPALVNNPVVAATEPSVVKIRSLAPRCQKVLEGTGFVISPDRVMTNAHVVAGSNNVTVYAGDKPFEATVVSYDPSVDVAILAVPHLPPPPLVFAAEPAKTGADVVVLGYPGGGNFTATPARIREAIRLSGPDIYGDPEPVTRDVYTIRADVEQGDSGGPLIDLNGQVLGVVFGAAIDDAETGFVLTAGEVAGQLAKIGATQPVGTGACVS
# SARS 3CLpro inh – SARS-CoV 3CLpro protease inhibition; P0C6X7; recombinant SARS-CoV 3CLpro, quenched FRET peptide cleavage; inhibition, % at 6 µM; 0.14% of 290,000 active; in the data active = inhibition above about 12%
# An asterisk follows results filed as active; i = inactive; x = not tested or not shown; & = joins results of further samples. Only part of the results is shown; rates above refer to the full screens.
1. CC1CN(C(=O)Cn2c(=O)oc3ccccc32)CC(C)O1 (stereo not given)
2. COC(=O)C1CCN(C(=O)c2ccccc2Oc2ccccc2)CC1
3. O=C(NC1CCCC1)C1CCCN1C(=O)Nc1ccccc1 (stereo not given)
4. CCC(C(=O)N1CCOCC1)n1c2ccccc2c2nc(=O)cc(C)n21 (stereo not given)
5. CSc1ccc(CCNC(=O)C2CCN(c3nnc(-n4cccc4)s3)CC2)cc1
6. COc1ccccc1S(=O)(=O)N(C)C[C@H]1OCc2cnnn2CCCC(=O)N([C@@H](C)CO)C[C@@H]1C
7. COc1ccc(NC(=O)C2CC2)cc1-n1cnnn1
8. CCNC(=O)COc1ccc(/C=N/NC(=O)c2cccnc2)cc1OC

screen / no.	1	2	3	4	5	6	7	8
SSB-PriA inh	-6	-6	-10	-10	-4	x	-16	x
Yp Topo-I inh	-7	9	-7	-3	2	-5	3	3
DUSP3 inh	8	-8	14	1	34	x	18	17
Vc quorum ag	-0.2	-18	-0.6	-0.2	0.9	-0.4	0.3	-1.9
PrPC TRFRET	-2	8	-6	-1	-4	1	5	-1
CCHFV vOTU inh	8	4	-7	-1	-5	-3	14	-2
TcdB inh	-1.5	x	x	-1.3	-0.7	0.8&-17	x	0.2
MazEF act	5	3	-5	5	2	2	1	6
Rv3671c inh	0	4	-3	2	1	x	8	8
SARS 3CLpro inh	1	-4	-2	1	-3	x	-5	1

9. CNC(=O)NC(=O)COC(=O)CCc1nc(=O)c2ccccc2n1C
10. Cc1n(Cc2ccccc2)c2ccccc2[n+]1Cc1ccccc1
11. Cc1ccc(NC(=O)C2C3CCC(O3)C2C(=O)O)cc1Cl (stereo not given)
12. COc1cc(C#N)ccc1OC(=O)Cc1cc(OC)c(OC)c(OC)c1
13. C/C(CC(=O)NC1CCCCC1)=N\NC(=O)c1ccc(Br)cc1
14. O=c1c2nnn(-c3ccc(Br)cc3)c2ncn1Cc1ccccn1
15. Cc1ccc(NC(=O)c2ccccc2N2C(=O)C3C4C=CC(C5CC45)C3C2=O)cc1C (stereo not given)
16. NC(=O)c1nsc(C(=O)N(CC(=O)NC2CCCC2)c2ccc(F)c(Cl)c2)c1N

screen / no.	9	10	11	12	13	14	15	16
SSB-PriA inh	-13	-8	6	3	x	5	4	-5
Yp Topo-I inh	6	11	1	0	-3	7	16	11
DUSP3 inh	-3	15	1	-12	6	34	24	35
Vc quorum ag	-0.4	-0.3	-0.3	i	-0.3	-0.2	-0.2	-0.2
PrPC TRFRET	-3	6	4	-4	4	6	0	0
CCHFV vOTU inh	-2	-13	1	5	-13	-7	-3	6
TcdB inh	-0.4	0.6	0.6	-0.2	-1.2	0.2	1.2	0.9
MazEF act	10	11	0	4	3	11	-8	4
Rv3671c inh	-5	-1	-2	11	-7	2	3	4
SARS 3CLpro inh	2	-4	1	-3	2	2	7	1

17. COc1ccc(-c2ccc3nncn3c2)cn1
18. CS(=O)(=O)Nc1ccc(-c2cnc3cccnn23)cc1
19. CCN(CC)S(=O)(=O)c1cccc(C(=O)NCC2CCCCC2)c1
20. COc1ccc(CNC(=O)C2(CC3CC(c4ccccc4)=NO3)CCNCC2)cc1 (stereo not given)
21. COc1ccc(C2=CC(=O)C[C@H](c3ccc(Cl)cc3)C2)cn1
22. O=C1c2ccccc2C(=O)N1Cc1nc(-c2ccccn2)no1
23. CN(C)/N=C/c1ccc(Sc2ccc([N+](=O)[O-])cc2[N+](=O)[O-])o1
24. O=C(c1cc2cc(Cl)ccc2[nH]1)N1CCN(C(=O)c2ccco2)CC1

screen / no.	17	18	19	20	21	22	23	24
SSB-PriA inh	x	x	-9	-1	-7	-7	x	0
Yp Topo-I inh	-1	-7	6	-9	41	6	-8	9
DUSP3 inh	x	x	-9	x	x	4	5	4
Vc quorum ag	3.3	i	-0.5	i	i	-0.5	-0.4	-0.6
PrPC TRFRET	-8	-14	-3	-10	-6	3	-2	-1
CCHFV vOTU inh	-4	3	-7	-2	4	4	-13	-1
TcdB inh	-0.4	0.4	0.7	0.9	-1.7	0.4	x	0.1
MazEF act	x	x	12	5	4	3	-1	5
Rv3671c inh	x	x	-1	-2	-10	6	-1	-16
SARS 3CLpro inh	x	x	-3	x	x	2	4	0

25. CCOCCCn1c(C)nc2c(c1=O)c1nc3ccccc3nc1n2CCC1=CCCCC1
26. O=C(COc1ccc([N+](=O)[O-])cc1)NC(C(=O)O)C(O)c1cccc([N+](=O)[O-])c1 (stereo not given)
27. COCCCNC(=O)CC(NCCCOC)C(=O)O (stereo not given)
28. O=C(CCC1CCCCC1)Nc1c2c(nn1-c1ccc(F)cc1)CS(=O)C2 (stereo not given)
29. Cc1nc(OCc2ccccc2)c2sc3nc4c(cc3c2n1)COC(C)(C)C4
30. CCN(CC)C(=O)C1=C(C)N(CCCOC)C(=O)C(CC(=O)NCCN2CCOCC2)C1 (stereo not given)
31. O=C(CCCN1C(=O)/C(=C\c2ccco2)SC1=S)Nc1ccc(O)cc1C(=O)O
32. COc1ccc(CN(Cc2ccc(C(=O)O)cc2)C(=S)Nc2ccc(C)cc2)cc1OC

screen / no.	25	26	27	28	29	30	31	32
SSB-PriA inh	-7	-4	10	-10	-8	x	-2	1
Yp Topo-I inh	25	4	1	3	3	5	4	6
DUSP3 inh	32	26	-2	12	17	x	-20	12
Vc quorum ag	1.8	-0.2	-4.1	-0.4	-1.0	-0.4	-0.2	i
PrPC TRFRET	4	-23	-5	3	-2	-1	-7	-5
CCHFV vOTU inh	-5	1	-18	11	5	-2	29	9
TcdB inh	x	0.5	x	x	x	-0.4	-1.6	0.9
MazEF act	4	4	-11	-2	20	3	-4	7
Rv3671c inh	-5	6	-8	-8	x	x	-23	-1
SARS 3CLpro inh	1	2	1	-4	4	x	-3	-2

# Fetched by structure from the list above:
32. COc1ccc(CN(Cc2ccc(C(=O)O)cc2)C(=S)Nc2ccc(C)cc2)cc1OC
26. O=C(COc1ccc([N+](=O)[O-])cc1)NC(C(=O)O)C(O)c1cccc([N+](=O)[O-])c1 (stereo not given)
27. COCCCNC(=O)CC(NCCCOC)C(=O)O (stereo not given)
25. CCOCCCn1c(C)nc2c(c1=O)c1nc3ccccc3nc1n2CCC1=CCCCC1
31. O=C(CCCN1C(=O)/C(=C\c2ccco2)SC1=S)Nc1ccc(O)cc1C(=O)O

screen / no.	32	26	27	25	31
SSB-PriA inh	1	-4	10	-7	-2
Yp Topo-I inh	6	4	1	25	4
DUSP3 inh	12	26	-2	32	-20
Vc quorum ag	i	-0.2	-4.1	1.8	-0.2
PrPC TRFRET	-5	-23	-5	4	-7
CCHFV vOTU inh	9	1	-18	-5	29
TcdB inh	0.9	0.5	x	x	-1.6
MazEF act	7	4	-11	4	-4
Rv3671c inh	-1	6	-8	-5	-23
SARS 3CLpro inh	-2	2	1	1	-3

# (cont.)
33. COP(=O)(OC)/C(C=O)=N/Nc1ccc([N+](=O)[O-])cc1
34. CC(C)c1cccc(C(C)C)c1NC(=O)COc1nncc2ccccc12
35. COc1cccc(COC(=O)c2cc(S(=O)(=O)N3CCCCC3)ccc2N2CCOCC2)c1OC
36. CN(C)C(=O)c1ccc(OCC(F)(F)F)nc1
37. O=C(CSc1nc2ccccc2n1Cc1ccccc1)N/N=C/c1ccccc1C(=O)O
38. CC(C)CNC(=O)/C=C/C=C/c1ccc2c(c1)OCO2
39. Cn1c(=O)[nH]c(Nc2ccccc2)c([N+](=O)[O-])c1=O
40. COc1ccc(CNC(=O)Cn2cnc3c(OCc4ccccc4)ncnc32)cc1

screen / no.	33	34	35	36	37	38	39	40
SSB-PriA inh	x	-2	-12	-5	i	-8	-17	0
Yp Topo-I inh	-14	-6	-1	-4	17	7	1	2
DUSP3 inh	24	-7	x	22	17	x	20	x
Vc quorum ag	i	-3.6	2.1	i	-4.2	-0.4	-0.8	i
PrPC TRFRET	-18	2	6	0	4	-12	-7	-6
CCHFV vOTU inh	18	7	-1	-4	9	-10	0	2
TcdB inh	0.5	1.4	3.3	1.9	1.2	1.1	2.4	0.0
MazEF act	4	0	-2	1	1	6	1	-2
Rv3671c inh	6	-11	1	6	-9	-6	3	1
SARS 3CLpro inh	2	-1	x	-3	3	x	0	x

41. O=C(CNC(=O)c1ccc(Cl)cc1Cl)OCn1nnc2ccccc2c1=O
42. O=C(Nc1ccccc1-c1nc2ccccc2[nH]c1=O)c1cccs1
43. CCCCC(=O)Nc1ccc(C(=O)Nc2ccc(S(=O)(=O)N3CCCC3)cc2)cc1
44. c1ccc2nc(N3CCCC3)c(N3CCCC3)nc2c1
45. Cc1onc(-c2ccccc2)c1C(=O)NCc1cccc(Cl)c1
46. Cc1ccc(NC(=O)CN(C)c2ccc(S(=O)(=O)N3CCN(C)CC3)cn2)cc1
47. Cc1cccc(C)c1NC(=O)CN1C(=O)S/C(=C\c2cccn2C)C1=O
48. Cc1cccc(-n2nc(C)c3c(C(=O)O)cc(-c4cccs4)nc32)c1

screen / no.	41	42	43	44	45	46	47	48
SSB-PriA inh	-13	-10	-19	-20	-3	-6	7	-15
Yp Topo-I inh	5	10	1	-6	9	-1	2	-11
DUSP3 inh	x	19	2	-1	-3	-4	-1	-15
Vc quorum ag	0.9	-0.2	-0.4	i	i	i	i	-0.3
PrPC TRFRET	-5	-10	4	-4	5	-4	4	9
CCHFV vOTU inh	-8	4	-11	11	-13	-5	0	20
TcdB inh	-0.7	-0.1	x	x	2.3	x	x	-0.3
MazEF act	10	6	-5	-1	4	3	-3	7
Rv3671c inh	-2	-3	-30	14	-15	-3	-4	2
SARS 3CLpro inh	x	-4	6	3	-2	-4	2	13*

49. O=C(c1cccs1)N1C[C@@H](n2cc(-c3ccc(F)cc3)nn2)[C@H](O)C[C@@H]1c1ccc(Cl)cc1
50. CC1(C)c2[nH]c3ccccc3c2C[C@H]2C(=O)N(Cc3ccccc3)C(=O)N21
51. CC12CCC(C(=O)N(CSC(=S)N/N=C\c3ccccc3)C1=O)C2(C)C (stereo not given)
52. Cc1oc(S(=O)(=O)N2CCCCC2)cc1NC(=O)Nc1ccc(Cl)cc1
53. CC1CCCN(C(=O)c2ccc(OC3CCN(CCc4ccccc4)CC3)cc2)C1 (stereo not given)
54. Cc1nccc2oc(=O)c(NC(=O)c3ccc(Cl)cc3)cc12
55. CSCC[C@H](NC(=O)N1CCn2c1nc1ccccc12)C(=O)NCC1CCCO1 (stereo not given in full)
56. CCN(CC)CCN(Cc1cc2cc3c(cc2[nH]c1=O)OCO3)C(=S)NCCCOC

screen / no.	49	50	51	52	53	54	55	56
SSB-PriA inh	x	24	x	5	-5	-6	-9	-14
Yp Topo-I inh	-8	-15	7	-8	16	-5	2	5
DUSP3 inh	x	x	16	26	-20	27	-14	30
Vc quorum ag	0.6	-1.5	5.6	-0.5	0.2	-0.2	-0.2	-0.6
PrPC TRFRET	5	4	-2	10	0	-1	5	-1
CCHFV vOTU inh	15	6	7	-1	4	2	-5	-42
TcdB inh	1.2	2.7	x	0.6	0.3	0.3	-0.4	1.0
MazEF act	6	7	1	-1	-1	0	4	11
Rv3671c inh	x	-7	7	4	0	8	0	-5
SARS 3CLpro inh	x	x	7	0	0	6	-3	3

57. c1ccc2c3c([nH]c2c1)-c1[nH]ncc1CC3
58. O=C(/C=C/c1ccc2c(c1)OCO2)c1cccnc1
59. O=C(NCCS(=O)(=O)N1CCN(c2ccccc2)CC1)c1cc(=O)c2ccccc2o1
60. CCOC(=O)C1CCN(C(=O)COc2ccc(Cl)cc2Cl)CC1
61. C[C@H]1CN([C@@H](C)CO)C(=O)c2cc(C#Cc3ccccn3)cnc2O[C@@H]1CN(C)Cc1ccccc1
62. O=C(Cn1nnc2c(cnn2-c2ccc(F)cc2)c1=O)Nc1ccccc1C(F)(F)F
63. NCCCNCCCCNCCCN
64. CC(C)n1nnnc1SCC(=O)NCc1cccs1

screen / no.	57	58	59	60	61	62	63	64
SSB-PriA inh	6	6	x	-14	x	-12	-2	0
Yp Topo-I inh	-15	1	1	13	14	11	-5	10
DUSP3 inh	35	9	x	14	x	22	x	18
Vc quorum ag	-2.5	-10	-0.3	0.4	i	-0.4	-0.4	-0.3
PrPC TRFRET	6	1	-3	1	-5	-7	1	-5
CCHFV vOTU inh	6	7	-9	12	-1	6	2	12
TcdB inh	x	1.6	-0.7	x	0.4&-13	0.3	-3.8	x
MazEF act	3	3	0	-1	-2	8	4	12
Rv3671c inh	6	3	x	2	x	5	1	11
SARS 3CLpro inh	-2	7	x	-1	x	2	x	-2
